Compound activity: PubChem, The Scripps Research Institute Molecular Screening Center
TDP2 inh – TDP2 (human) inhibition, absorbance primary screen; recombinant TDP2, T5PNP hydrolysis, p-nitrophenol absorbance 415 nm; 370,000 compounds, 0.34% hits; inhibition, % at 12.8 µM;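 active = inhibition above the mean of all tested compounds plus 3 SD, set per campaign, cut at about 25% in these data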;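 also: 0% = DMSO with enzyme and 100% = buffer with substrate but no TDP2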
Target sequence (O95551 whole entry, looked up): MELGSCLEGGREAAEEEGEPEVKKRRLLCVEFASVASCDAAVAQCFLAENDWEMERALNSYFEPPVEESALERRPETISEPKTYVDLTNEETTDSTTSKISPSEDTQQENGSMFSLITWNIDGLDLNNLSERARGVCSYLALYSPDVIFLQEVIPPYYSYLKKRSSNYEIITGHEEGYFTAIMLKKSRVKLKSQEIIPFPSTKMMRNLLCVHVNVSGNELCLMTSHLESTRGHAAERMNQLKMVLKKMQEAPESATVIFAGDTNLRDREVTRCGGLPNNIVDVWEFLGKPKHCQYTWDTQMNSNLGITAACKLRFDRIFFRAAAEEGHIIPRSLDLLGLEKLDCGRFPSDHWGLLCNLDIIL
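Material: recombinant human TDP2; quantity: TDP2 enzyme at 120 nM final; medium: Tris-HCl pH 7.5 with MgCl2; compound: single concentration, 12.8 µM nominal, with 1% DMSO; incubation: 2 h enzyme incubation at 37 °C; signal: epi absorbance; measure: percent inhibition; benchmarks: high control without enzyme, low control DMSO plus TDP2; repeats: singlicate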
LEDGF integ inh – blocks HIV-1 LEDGF/p75-dependent DNA integration; TR-FRET IN-LEDGF/p75 DNA integration, Eu/Cy5; inhibition, % at 3.7 µM; 370,000 compounds, 0.64% hits; AID 743269;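 active = inhibition above the screen-wide mean plus 3 SD, cut at about 13% in these data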;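 also: signal is the Cy5 over europium emission ratio at 671 and 618 nm; 0% = plate median of compound wells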
ASAP1 inh – inhibitors of human ASAP1 ArfGAP activity; 360,000 compounds, 0.19% hits; AID 624377; ASAP1-stimulated ARF1 GTP hydrolysis, GDP FP detection; Q9ULH1; inhibition, % at 16.5 µM; in the data active = inhibition above about 25%;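 also: 0% = vehicle with enzyme and substrate and 100% = no enzyme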
DDE Tn7 FP inh – disrupts Tn7 cyclic peptide binding to fibrin D-Dimer-E complex | P02675 | FP displacement of FITC-Tn7 peptide from fibrin DD(E); 0% = median of compound wells per plate | 370,000 compounds, 0.13% hits | inhibition, % at 8.3 µM;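 active = inhibition above the mean of compounds falling within the control limits plus 3 SD of them, cut at about 14% in these data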;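 also: 0% = plate median of compound wells and 100% = 10 µM Aha-Tn7 peptide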
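Test system: human clot-derived fibrin DD(E) complex / Quantity: 2 µM final DD(E) protein / Incubation: 10 min plus 3 h, room temperature / Measured by: fluorescence polarization / Benchmarks: high control of 10 µM Aha-Tn7 peptide / Replicates: singlicate testing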
KLK7 zymogen act – activators of human kallikrein-7 zymogen; AID 652039; activation, % at 7 µM; purified proKLK7, EDANS-DABCYL substrate fluorescence; 100% is mature enzyme control, 0% vehicle; 370,000 compounds, 0.9% hits; P49862;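 active = activation above the mean of all tested compounds plus 3 SD, computed per campaign excluding outliers beyond control limits, cut at about 13% in these data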
ARFGAP1 inh – inhibitors of rat ARFGAP1. 360,000 compounds, 0.26% hits. inhibition, % at 16.5 µM. Q62848. Arfgap1-stimulated ARF1 GTP hydrolysis, GDP FP detection. AID 651572;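 active = inhibition above a per-plate limit, mean inhibition of low control wells plus 3 SD, cut at about 25% in these data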;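 also: 0% = DMSO wells with enzyme and 100% = wells lacking Arfgap1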
Target sequence (Q62848 1-136 limits assumed): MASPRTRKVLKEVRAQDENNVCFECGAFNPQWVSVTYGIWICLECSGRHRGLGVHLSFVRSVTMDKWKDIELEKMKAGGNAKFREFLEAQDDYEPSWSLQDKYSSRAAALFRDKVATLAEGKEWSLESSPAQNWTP
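System: truncated rat Arfgap1 GAP domain / Medium: HEPES-based buffer, pH 7.5 / Also added: N-terminally truncated human ARF1-GTP substrate / Incubation: enzyme reaction 120 min at 25 °C after 20 min preincubation / Measured by: FP of antibody-bound GDP Alexa 633 tracer, ex 620/em 688 nm / Replicates: singlicate, each compound tested once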
DDE Tn6 FP inh – inhibitors of Tn6 peptide binding to human fibrin DD(E); P02675; Fibrin DD(E) TRITC-Tn6 fluorescence polarization displacement; inhibition, % at 8.3 µM; 370,000 compounds, 0.21% hits;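 active = inhibition above a per-campaign cutoff: mean of compounds within control limits plus 3 SD, cut at about 15% in these data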;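 also: 0% = median of all compound wells on the plate and 100% = blocking peptide control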
ADAM10 inh – ADAM10 inhibition, QFRET primary screen | AID 720582 | O14672 | recombinant ADAM10, EDANS/DABCYL FRET peptide cleavage, 3 h | inhibition, % at 7 µM | 370,000 compounds, 0.62% hits;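 active = inhibition above a per-campaign cutoff equal to the mean of compounds falling between control-based bounds plus 3 SD, cut at about 20% in these data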;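 also: 0% = DMSO wells while the 100% control is not disclosed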
Target sequence (O14672 214-748 limits assumed): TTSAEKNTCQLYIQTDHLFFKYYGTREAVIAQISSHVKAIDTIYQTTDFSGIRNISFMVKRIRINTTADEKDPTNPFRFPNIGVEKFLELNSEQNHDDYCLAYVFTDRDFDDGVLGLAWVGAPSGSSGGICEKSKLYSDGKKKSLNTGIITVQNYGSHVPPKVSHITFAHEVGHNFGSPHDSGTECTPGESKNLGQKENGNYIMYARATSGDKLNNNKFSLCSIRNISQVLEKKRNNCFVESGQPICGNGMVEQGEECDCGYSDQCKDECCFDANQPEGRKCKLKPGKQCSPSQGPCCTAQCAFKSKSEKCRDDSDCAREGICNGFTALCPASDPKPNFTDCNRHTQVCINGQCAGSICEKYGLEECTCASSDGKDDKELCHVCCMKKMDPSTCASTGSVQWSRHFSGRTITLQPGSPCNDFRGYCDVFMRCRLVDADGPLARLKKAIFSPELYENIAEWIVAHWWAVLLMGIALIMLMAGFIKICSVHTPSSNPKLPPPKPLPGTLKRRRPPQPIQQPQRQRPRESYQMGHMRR
PLC-gamma1 inh – inhibitors of human phospholipase C gamma1; inhibition, % at 12.2 µM; purified PLC-gamma1, fluorogenic substrate, fluorescence; AID 720700; 370,000 compounds, 0.84% hits; in the data active = inhibition above about 9.5%
ADAM17 inh – inhibits human ADAM17. recombinant ADAM17, EDANS/DABCYL FRET peptide cleavage. 370,000 compounds, 0.83% hits. inhibition, % at 6.95 µM. P78536;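 active = inhibition above the mean of compounds lying between control limits plus 3 SD, set per campaign, cut at about 8.5% in these data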;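 also: 0% = DMSO-only wells as the low control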
Numbers without * were called inactive.

How did CCNC(=S)NS(=O)(=O)c1ccc(CC)cc1 do in these assays?
TDP2 inh: 5; LEDGF integ inh: -3; ASAP1 inh: 11; DDE Tn7 FP inh: 0; KLK7 zymogen act: -0.1; ARFGAP1 inh: -1; DDE Tn6 FP inh: -2; ADAM10 inh: 0; PLC-gamma1 inh: 0; ADAM17 inh: -4

What do the screens show for `C=CCNc1nc(-c2ccccc2)nc(-n2ccnc2)n1`?
TDP2 inh: -7; LEDGF integ inh: 3; ASAP1 inh: 0; DDE Tn7 FP inh: -4; KLK7 zymogen act: -0.4; ARFGAP1 inh: 2; DDE Tn6 FP inh: 0; ADAM10 inh: -12; PLC-gamma1 inh: 1; ADAM17 inh: -6

Results for CC(=O)N1CCC2(CC1)CC(=O)c1cc(OCC(=O)N3CCOCC3)ccc1O2 ?
TDP2 inh: -4; LEDGF integ inh: 1; ASAP1 inh: 5; DDE Tn7 FP inh: -4; KLK7 zymogen act: 62*; ARFGAP1 inh: -2; DDE Tn6 FP inh: 5; ADAM10 inh: inactive; PLC-gamma1 inh: inactive; ADAM17 inh: -390

What do the screens show for `Cc1ccc(-c2cc(C(=O)Nc3c(C)n(C)n(-c4ccccc4)c3=O)[nH]n2)c(O)c1C`?
TDP2 inh: -1; LEDGF integ inh: -3; ASAP1 inh: -8; DDE Tn7 FP inh: 7; KLK7 zymogen act: -0.3; ARFGAP1 inh: -16; DDE Tn6 FP inh: -1; ADAM10 inh: 2; PLC-gamma1 inh: -1; ADAM17 inh: 0

How did COc1ccc(OC)c(NC(=O)CS(=O)(=O)Cc2nc(-c3ccccc3C)oc2C)c1 do in these assays?
TDP2 inh: 0; LEDGF integ inh: -2; ASAP1 inh: 6; DDE Tn7 FP inh: -3; KLK7 zymogen act: 0.1; ARFGAP1 inh: -3; DDE Tn6 FP inh: 2; ADAM10 inh: 0; PLC-gamma1 inh: -1; ADAM17 inh: 3

What do the screens show for `COc1ccc(Nc2nc3c(C)cccc3cc2C#N)c(OC)c1`?
TDP2 inh: 3; LEDGF integ inh: 3; ASAP1 inh: 3; DDE Tn7 FP inh: 4; KLK7 zymogen act: -0.7; ARFGAP1 inh: 4; DDE Tn6 FP inh: -4; ADAM10 inh: 1; PLC-gamma1 inh: 0; ADAM17 inh: -1

Results for CC1(C)CC(=O)C=C(c2cccc(Cl)c2O)C1 ?
TDP2 inh: 4; LEDGF integ inh: 2; ASAP1 inh: -9; DDE Tn7 FP inh: -2; KLK7 zymogen act: 0.5; ARFGAP1 inh: 5; DDE Tn6 FP inh: 1; ADAM10 inh: 14; PLC-gamma1 inh: -9; ADAM17 inh: -2

How did COc1ccc(S(=O)(=O)N2C3CCC2CC(NC(=O)C2CC2)C3)cc1 (centres undefined) do in these assays?
TDP2 inh: 4; LEDGF integ inh: -1; ASAP1 inh: -9; DDE Tn7 FP inh: -4; KLK7 zymogen act: -0.2; ARFGAP1 inh: 7; DDE Tn6 FP inh: 8; ADAM10 inh: 2; PLC-gamma1 inh: 0; ADAM17 inh: 2

Results for COc1ccc(NC(=O)CNS(=O)(=O)c2ccc(Cl)cc2)cc1OC ?
TDP2 inh: 1; LEDGF integ inh: -1; ASAP1 inh: 4; DDE Tn7 FP inh: -1; KLK7 zymogen act: 0.0; ARFGAP1 inh: 2; DDE Tn6 FP inh: -1; ADAM10 inh: -3; PLC-gamma1 inh: 3; ADAM17 inh: -4

How did COc1ccc(CCNC(=O)c2cnn(-c3ccccc3)c2N)cc1OC do in these assays?
TDP2 inh: 1; LEDGF integ inh: 7; DDE Tn7 FP inh: -4; KLK7 zymogen act: 0.4; DDE Tn6 FP inh: 0; ADAM10 inh: 2; PLC-gamma1 inh: -23; ADAM17 inh: -1

The closing two entries of the part above come first, to join the parts.
Results for COc1ccc(NC(=O)CNS(=O)(=O)c2ccc(Cl)cc2)cc1OC ?
TDP2 inh: 1; LEDGF integ inh: -1; ASAP1 inh: 4; DDE Tn7 FP inh: -1; KLK7 zymogen act: 0.0; ARFGAP1 inh: 2; DDE Tn6 FP inh: -1; ADAM10 inh: -3; PLC-gamma1 inh: 3; ADAM17 inh: -4

How did COc1ccc(CCNC(=O)c2cnn(-c3ccccc3)c2N)cc1OC do in these assays?
TDP2 inh: 1; LEDGF integ inh: 7; DDE Tn7 FP inh: -4; KLK7 zymogen act: 0.4; DDE Tn6 FP inh: 0; ADAM10 inh: 2; PLC-gamma1 inh: -23; ADAM17 inh: -1

What do the screens show for `COCC(=O)N(C)[C@H]1C[C@H]2c3[nH]c4c(-c5ccccc5)cccc4c3CCN2C(=O)[C@H]1[C@H](C)O`?
TDP2 inh: 2; LEDGF integ inh: 1; ASAP1 inh: 1; DDE Tn7 FP inh: 7; KLK7 zymogen act: -1.8; ARFGAP1 inh: -12; DDE Tn6 FP inh: -2; ADAM10 inh: -196; PLC-gamma1 inh: -76; ADAM17 inh: -48

What do the screens show for `CC1CN(C(=O)/C(C#N)=C2\N=C(NC(=O)c3ccccc3Cl)c3ccccc32)CC(C)O1` (centres undefined)?
TDP2 inh: 9; LEDGF integ inh: -2; ASAP1 inh: -13; DDE Tn7 FP inh: 8; KLK7 zymogen act: -0.5; ARFGAP1 inh: 6; DDE Tn6 FP inh: -1; ADAM10 inh: 10; PLC-gamma1 inh: 1; ADAM17 inh: 0

How did COc1cc(NC(=O)C2CCCCC2)c(OC)cc1NC(=O)CCC(=O)NCc1ccco1 do in these assays?
TDP2 inh: -1; LEDGF integ inh: -1; ASAP1 inh: 17; DDE Tn7 FP inh: 0; KLK7 zymogen act: -1.5; ARFGAP1 inh: 0; DDE Tn6 FP inh: 5; ADAM10 inh: 0; PLC-gamma1 inh: 0; ADAM17 inh: 0

Results for COc1ccccc1NC(=O)COC(=O)Cc1ccc(S(=O)(=O)N2CCCCC2)s1 ?
TDP2 inh: -9; LEDGF integ inh: 5; ASAP1 inh: 16; DDE Tn7 FP inh: -4; KLK7 zymogen act: 0.2; ARFGAP1 inh: 2; DDE Tn6 FP inh: -1; ADAM10 inh: -9; PLC-gamma1 inh: -7; ADAM17 inh: -1

What do the screens show for `Cc1ccc(COc2cccc3c2CCN(Cc2ccc(F)cc2)C3=O)cc1`?
TDP2 inh: -6; LEDGF integ inh: 2; ASAP1 inh: 6; DDE Tn7 FP inh: 7; KLK7 zymogen act: 0.2; ARFGAP1 inh: -5; DDE Tn6 FP inh: -5; ADAM10 inh: 0; PLC-gamma1 inh: -1; ADAM17 inh: 3

How did Cc1ccc(Cn2ccnc2C(=O)Nc2ccccc2)cc1 do in these assays?
TDP2 inh: -4; LEDGF integ inh: 3; ASAP1 inh: 8; DDE Tn7 FP inh: 4; KLK7 zymogen act: -0.4; ARFGAP1 inh: -3; DDE Tn6 FP inh: 2; ADAM10 inh: 14; PLC-gamma1 inh: 4; ADAM17 inh: -1

Results for O=C1C=C(Nc2ccccc2C(=O)O)c2ccccc2C1=O ?
TDP2 inh: 46*; LEDGF integ inh: 10; ASAP1 inh: 17; DDE Tn7 FP inh: 5; KLK7 zymogen act: 1.0; ARFGAP1 inh: 13; DDE Tn6 FP inh: -3; ADAM10 inh: -166; PLC-gamma1 inh: -14; ADAM17 inh: -43

Results for COc1cc(OC)cc(C(=O)NCCc2cnc[nH]2)c1 ?
TDP2 inh: 2; LEDGF integ inh: 1; ASAP1 inh: -8; DDE Tn7 FP inh: 6; KLK7 zymogen act: 0.4; ARFGAP1 inh: -1; DDE Tn6 FP inh: 1; ADAM10 inh: 1; PLC-gamma1 inh: 4; ADAM17 inh: 2

Results for O=C(NCC(c1ccco1)N1CCc2ccccc2C1)c1ccc(Br)cc1 (centres undefined) ?
TDP2 inh: 16; LEDGF integ inh: -1; ASAP1 inh: -3; DDE Tn7 FP inh: 4; KLK7 zymogen act: 0.0; ARFGAP1 inh: -15; DDE Tn6 FP inh: 7; ADAM10 inh: 1; PLC-gamma1 inh: -13; ADAM17 inh: -1

Results for Cc1sc2nc(CSc3ccccc3)nc(NCCN(C)C)c2c1C ?
TDP2 inh: -1; LEDGF integ inh: 3; ASAP1 inh: 0; DDE Tn7 FP inh: -5; KLK7 zymogen act: -0.3; ARFGAP1 inh: 5; DDE Tn6 FP inh: -6; ADAM10 inh: 1; PLC-gamma1 inh: 2; ADAM17 inh: 2

What do the screens show for `CCOC(=O)c1sc(NC(=O)Cc2c(F)cccc2Cl)nc1C`?
TDP2 inh: 1; LEDGF integ inh: 1; ASAP1 inh: -4; DDE Tn7 FP inh: -4; KLK7 zymogen act: -0.3; ARFGAP1 inh: 1; DDE Tn6 FP inh: 2; ADAM10 inh: 6; PLC-gamma1 inh: 1; ADAM17 inh: -1

What do the screens show for `CCCNc1nc2ccccc2n2c(C)nnc12`?
TDP2 inh: -3; LEDGF integ inh: 2; ASAP1 inh: -4; DDE Tn7 FP inh: 4; KLK7 zymogen act: 0.1; ARFGAP1 inh: 4; DDE Tn6 FP inh: 4; ADAM10 inh: -3; PLC-gamma1 inh: 1; ADAM17 inh: -3

How did COC(CNC(=O)[C@H](Cc1c[nH]c2ccccc12)NC1(C(=O)NCc2ccccc2)CCCCC1)OC do in these assays?
TDP2 inh: 0; LEDGF integ inh: -5; DDE Tn7 FP inh: -6; DDE Tn6 FP inh: 3; ADAM10 inh: -1; PLC-gamma1 inh: 0; ADAM17 inh: -1

Results for S=c1[nH]ncn1/N=C/c1cccs1 ?
TDP2 inh: 13; LEDGF integ inh: 1; ASAP1 inh: 8; DDE Tn7 FP inh: -1; KLK7 zymogen act: 0.2; ARFGAP1 inh: 5; DDE Tn6 FP inh: -1; ADAM10 inh: -8; PLC-gamma1 inh: 0; ADAM17 inh: -3

Reprinted at random: 2 records from the list, in no set order.
How did CCNC(=S)NS(=O)(=O)c1ccc(CC)cc1 do in these assays?
TDP2 inh: 5; LEDGF integ inh: -3; ASAP1 inh: 11; DDE Tn7 FP inh: 0; KLK7 zymogen act: -0.1; ARFGAP1 inh: -1; DDE Tn6 FP inh: -2; ADAM10 inh: 0; PLC-gamma1 inh: 0; ADAM17 inh: -4

What do the screens show for `Cc1ccc(COc2cccc3c2CCN(Cc2ccc(F)cc2)C3=O)cc1`?
TDP2 inh: -6; LEDGF integ inh: 2; ASAP1 inh: 6; DDE Tn7 FP inh: 7; KLK7 zymogen act: 0.2; ARFGAP1 inh: -5; DDE Tn6 FP inh: -5; ADAM10 inh: 0; PLC-gamma1 inh: -1; ADAM17 inh: 3
